RXFP1 agonist = qHTS Assay for Agonists of the Relaxin Receptor RXFP1 | Relaxin receptor 1 (Homo sapiens), Q9HBX9 | HEK293T-RXFP1 cAMP TR-FRET, 30 min; response scale: percent of porcine relaxin response, buffer zero | Potency, µM (series often up to 57.5 µM), without a hit: at the top dose activation, most hits filed as activators | actives 0.3% (n = 370,000); also: potency is read from the fitted curve at half-maximal effect; % is scaled to controls: 0 for no effect and ±100 for the full control effect; nearly all actives have a fitted effect of over 60% in size; many of its hits are not listed in these tables
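HEK293T cells stably expressing RXFP1 were pretreated with the PDE4 inhibitor Ro 20174, exposed to compounds for 30 min at 37C, lysed, and cAMP was read by TR-FRET. Data normalized to buffer (basal) and 29 nM porcine relaxin (100%).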
TRHR ag = qHTS for Small Molecule Agonists and Allosteric Enhancers of Human TRH Receptor: Primary Screen for Agonists | TRHR cells, calcium flux fluo-8, FDSS agonist mode | Thyrotropin-releasing hormone receptor (Homo sapiens), P34981 | actives 0.18% (n = 360,000) | activation, % at 2 µM | AID 493084, 2011; in the data active = activation above about 30%; also: 0% is about no effect
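Fluo-8-loaded TRHR cells; 10 s baseline, compound added, kinetic Ca2+ fluorescence read 1/s, agonist mode.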
D1 antag = Antagonist of Human D 1 Dopamine Receptor: qHTS. D(1A) dopamine receptor (Homo sapiens), P21728. HEK293 TREx D1 cells, calcium flux, dopamine EC80; stronger effect = lower value. activity change, negative = inhibition, % at 10 µM. actives 3.2% (n = 360,000); in the data active = activity change below about -30%; also: % is scaled to controls: 0 for no effect and ±100 for the full control effect
Target sequence (P21728 whole entry, looked up): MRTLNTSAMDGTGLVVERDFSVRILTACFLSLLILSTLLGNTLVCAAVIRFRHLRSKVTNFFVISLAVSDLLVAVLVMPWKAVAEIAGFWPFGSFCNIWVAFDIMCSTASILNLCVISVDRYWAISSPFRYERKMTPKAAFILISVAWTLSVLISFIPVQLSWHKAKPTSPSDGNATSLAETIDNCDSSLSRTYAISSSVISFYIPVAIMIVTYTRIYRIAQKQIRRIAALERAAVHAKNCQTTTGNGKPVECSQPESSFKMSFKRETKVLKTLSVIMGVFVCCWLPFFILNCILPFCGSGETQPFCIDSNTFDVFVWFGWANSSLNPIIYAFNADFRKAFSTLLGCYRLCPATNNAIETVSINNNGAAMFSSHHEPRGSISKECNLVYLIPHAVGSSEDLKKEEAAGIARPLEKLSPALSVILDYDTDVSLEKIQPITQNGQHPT
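Using tetracycline-induced force-coupled D1 Hek293 cells and a calcium dye, signals were followed for 180 s after compound, then for 180 s after EC80 dopamine, to detect inhibitors.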
D1 agonist = Allosteric Agonists of the Human D1 Dopamine Receptor: qHTS | actives 1% (n = 360,000) | activation, % at 2 µM | HEK293 T-REx D1 cells, calcium flux, agonist mode | D(1A) dopamine receptor (Homo sapiens), P21728; in the data active = activation above about 30%; also: 0% is about no effect
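Tetracycline-induced HEK293 TREx D1 cells, force-coupled to calcium signalling, were dye-loaded with a no-wash calcium kit. Compound was pin-added after a 10 s baseline. Fluorescence was read kinetically at 1 cycle/s for 180 s, with calcium rises flagged as agonism.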
D2 potentiator = HTS Assay for Positive Allosteric Modulators of the Human D2 Dopamine Receptor: Primary Screen for Potentiators. D(2) dopamine receptor (Homo sapiens), P14416. HEK293 T-REx D2, calcium flux, EC20 dopamine potentiation. potentiation, % at 10 µM. actives 0.34% (n = 340,000). AID 485347, 2010;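 active = potentiation over 3 SD above the plate norm, cut at about 30% in these data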; also: 0% is about no effect
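Calcium flux readout, no-wash dye, 1 read/s. Inducible HEK293 Trex D2 line, overnight 30 C. Compound alone 180 s (agonist flags), then EC20 dopamine, another 180 s to score potentiation.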
D1 PAM = Potentiators of Human D1 Dopamine Receptor: qHTS; D(1A) dopamine receptor (Homo sapiens), P21728; HEK293 TREx D1 cells, calcium flux, dopamine EC20 potentiation; potentiation, % at 10 µM; actives 0.036% (n = 360,000); AID 504651, 2011; in the data active = potentiation above about 30%; also: 0% is about no effect
Anesthetic bind = qHTS Assay for Identification of Novel General Anesthetics; actives 0.074% (n = 350,000); apoferritin/1-aminoanthracene competitive binding, fluorescence; Potency, µM (doses to about 77.5 µM), without a hit: at the top dose activity change, negative = displacement, most hits filed as inhibitors; also: potency is read from the fitted curve at half-maximal effect; % is scaled to controls: 0 for no effect and ±100 for the full control effect; nearly all actives have a fitted effect of over 20% in size
Target sequence (P02791 2-175 limits assumed): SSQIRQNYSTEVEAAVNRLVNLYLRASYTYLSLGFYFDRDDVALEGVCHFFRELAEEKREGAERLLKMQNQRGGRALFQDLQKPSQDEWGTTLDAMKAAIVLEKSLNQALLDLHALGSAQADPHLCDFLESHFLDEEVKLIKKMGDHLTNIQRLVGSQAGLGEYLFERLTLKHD
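In PBS, apoferritin at 10 uM is loaded with 1-AMA from a 50% saturated solution. After 10 min of compound exposure at ambient temperature, reduced 535 nm fluorescence indicates probe displacement.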
TRHR PAM = qHTS for Small Molecule Agonists and Allosteric Enhancers of Human TRH Receptor: Primary Screen for Enhancers; Thyrotropin-releasing hormone receptor (Homo sapiens), P34981; TRHR cells, fluo-8 calcium fluorescence, EC20 TRH enhancement; enhancement, % at 2 µM; actives 0.66% (n = 360,000); in the data active = enhancement above about 30%; also: 0% is about no effect
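TRHR-expressing cells loaded with fluo-8 calcium dye were read kinetically (ex 480/em 530) during compound addition, then stimulated with an EC20 of TRH (10 nM final). Enhancement of the Gq-mediated intracellular calcium response was scored.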
RXFP1 antagonist = qHTS Assay for Antagonists of the Relaxin Receptor RXFP1 | Relaxin receptor 1 (Homo sapiens), Q9HBX9 | HEK293-RXFP1, relaxin-stimulated cAMP HTRF, 30 min; stronger effect = lower value | activity change, negative = inhibition, % at 57.5 µM | actives 0.59% (n = 350,000);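 active = activity change of -60% or lower, but not beyond a set lower limit; inconclusive = change between -60% and -40%, or beyond the set limit; inactive = change above -40%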; also: % is scaled to controls: 0 for no effect and ±100 for the full control effect
An asterisk follows results filed as active; ? = inconclusive; / = not tested or not shown; & = joins results of further samples; [ ] = remark or other dose. Unless noted, calls follow the shape of the dose curve; as a rule, active = well fitted curve in the direction sought with a large enough effect; inconclusive = small, poorly fitted or top-dose-only effect, or another doubt; inactive = no such curve, though single readings can be large; an effect the other way counts as inactive or inconclusive.

structure,D1 antag,Anesthetic bind,TRHR ag,RXFP1 antagonist,D1 PAM,RXFP1 agonist,TRHR PAM,D1 agonist,D2 potentiator
Cn1ncc(C(=O)Nc2ccc(OC(F)(F)F)cc2)c1-n1cccc1,-22,-11%,0.7,-18,-6,-0.4%,2,0,-4
COc1ccc(C(=O)Nc2cccc3nc(C)ccc23)c(OC)c1,9,-6%,0.8,-12,-3,2.4%,-1,0,1
CCc1cc(C(=O)OC)c(NC(=O)CC2SC(=NC)N(C)C2=O)s1 (stereo not given),-8,1%,-0.3,-9,1,23%,1,3,-6
N#Cc1c2c(c[nH]c1=O)CCN2Cc1ccccc1,0,-7%,0.4,-8,3,-3.0%,3,0,7
COC(=O)Cn1cc(S(=O)(=O)NCc2ccc(C)cc2)c2cc([N+](=O)[O-])ccc21,3,?,0.5,5,-3,3.2%,7,5,1
NCCCn1c(C(=O)c2cc(Cl)c(N)c(Cl)c2)c2ccc([N+](=O)[O-])cc2[n+]1[O-],-1,/,1.0,/,-2,0.3%,4,3,-6
O=C(c1cccc(NC2=NC3CS(=O)(=O)CC3S2)c1)N1CCN(c2cccc(Cl)c2)CC1 (stereo not given),23,-22%,0.3,9,0,1.2%,-4,1,/
O=C(CSc1nc(-c2ccco2)cc(C(F)(F)F)n1)Nc1ccc(C(=O)N2CCOCC2)cc1,-8,4%,0.4,-13,-5,3.1%,6,2,4
CCCCc1c(C)nc2ccc(OC)cc2c1SCCC(=O)O,-2,-2%,1.8,4,-4,2.1%,6,9,-2
CCOc1cc(OCC)c(C(C)=O)cc1OCC,/,/,-0.7,/,0,0.2%,2,-4,-2
CCOC(=O)c1cc(NC(=O)Nc2ccccc2Cl)c(C)nc1C,-9,-7%,0.9,2,-12,3.1%,16,2,-3
CCc1nc(-c2ccc(C)c(S(=O)(=O)N3CCN(c4ccc(C(C)=O)cc4)CC3)c2)no1,3,-2%,0.3,-12,2,0.0%,14,4,-13
CNC(=O)CSc1nnc(-c2cccnc2)n1-c1ccc(C)cc1,-9,-3%,0.3,4,9,2.7%,-1,3,-7
Cc1ccc(CNC(=O)CCS(=O)(=O)c2cc(Br)cc3c2N(C(=O)C2CC2)CC3)o1,1,-18%,-0.8,-1,-7,0.8%,2,2,/
Cc1ccc(S(=O)(=O)N2CCOCC2)cc1C(=O)OCC(=O)Nc1ccc2[nH]c(=O)[nH]c2c1,-2,/,0.6,-5,-1,0.8%,7,5,-1
Nc1ccc(CCc2nc3ccccc3o2)cc1,-14,?,-0.3,-13,-7,-0.9%,0,2,-4
Cc1c(C(=O)N(Cc2ccccc2)C(C)C)cnn1-c1ccccc1,-2,-8%,0.3,-5,-1,-0.7%,-2,7,-2
CC1=C(C)C(=O)OC(C(C)C2CCC3C4CC=C5CC(OC6OC(COC7OC(CO)C(O)C(O)C7O)C(O)C(O)C6O)CC(O)C5(C)C4CCC23C)C1 (stereo not given),14,-15%,0.0,/,-1,0.0%,-4,-2,-5
CCCOc1ccc(CNC(=O)c2ccc3c(c2)N(Cc2ccccc2)CCS3)cc1,-18,55%[activator],-0.2,11,-3,-5.6%,-4,0,-5
CCOc1ccc(NC(=S)N(CCN2CCOCC2)Cc2cc3cc4c(cc3[nH]c2=O)OCO4)cc1,-1,0%,-1.5,3,-7,30%,-26,7,6
O=C(Cn1c(-c2ccccc2)c[n+]2ccsc12)c1ccc([N+](=O)[O-])cc1,12,-13%,-0.2,0,2,6.2%,4,2,11
C=CCN(C(=O)CNC(=O)c1ccco1)C(C(=O)NC1CCCCC1)c1cccnc1 (stereo not given),8,-10%,1.0,15,0,2.2%,3,1,2
CCOc1ccc2nc(NC(=O)c3nc(SC(C)C)ncc3Cl)sc2c1,4,-1%,2.2,/,5,-0.5%,-1,2,6
CC(=O)Nc1ccc(S(=O)(=O)Nc2ccc(=O)n(Cc3ccc(Cl)c(Cl)c3)c2)cc1,-12,-4%,-0.1,-1,1,2.0%,5,0,0
O=C(Nc1nc2ccc(F)cc2s1)C1CC(=O)N(c2ccc3c(c2)OCCO3)C1 (stereo not given),-16,/,0.3,-14,-6,-2.2%,-5,8,-8
COc1ccc(C(CCN2CCCC(C)C2)c2c(OC)cc(OC)c3c(-c4ccccc4)cc(=O)oc23)cc1 (stereo not given),-17,-21%&-23%,0.5,/,-10,3.7%,0,29,-16
O=[N+]([O-])c1cc(C(F)(F)F)cc([N+](=O)[O-])c1NN=C1CCCCC1,5,?,1.1,4,-6,-0.9%,24,0,9
CCN(CC)S(=O)(=O)c1ccc(N2CCCCC2)c(NC(=O)C2=COCCO2)c1,-22,/,1.5,-12,1,1.3%,4,3,2
Cc1ccc(OCc2cccc(S(=O)(=O)N(C)C)c2)c([N+](=O)[O-])n1,-15,7%,0.2,-3,-7,5.7%,6,6,-4
Cc1nn2c(=O)cc(COC(=O)c3ccc(NC(=O)COc4ccc(Cl)cc4)cc3)nc2s1,-9,0%,-0.8,1,-1,4.7%,6,3,/
O=C(c1cc2ccccc2c(=O)o1)N1CCCCCC1,-4,-8%,0.3,9,-5,-1.8%,-3,-1,-11
C=C(C)CCOC(=O)C(CC(=O)O)NCc1ccco1 (stereo not given),-23,4%,0.0,4,-1,-1.4%,-1,2,-1
COc1ccc(NC(=O)C/C(C)=N/NC(=O)c2ccncc2)c([N+](=O)[O-])c1,1,-18%,-0.5,11,3,-0.8%,-7,4,7
CCOC(=O)C1CCCN(c2c(N3CCN(c4cccc(Cl)c4)CC3)c(=O)c2=O)C1 (stereo not given),2,-2%,0.3,/,-3,-2.1%,2,0,4
CCn1c(C)c(C)c2cc(C(=O)NCCN3CCOCC3)ccc21,-1,-11%,-0.3,-4,0,-4.2%,17,4,0
O=C(NC1CC(=O)N(c2ccc3c(c2)OCCO3)C1)c1c(F)cccc1Cl (stereo not given),0,1%,-1.1,6,0,-1.4%,8,-1,19
CNc1nc(SC)nc(N2CCOCC2)n1,11,0%,2.1,1,-1,0.0%,5,1,1
FC(F)(F)c1nc(N2CCCC2)ncc1-c1nnnn1-c1ccccc1,15,?,0.6,22,5,1.0%,-3,8,4
COc1ccccc1-c1nn2c(C(F)(F)F)nnc2s1,0,-5%,-0.6,0,7,2.4%,-2,2,-5
Cc1[nH]n(-c2ccccc2)c(=O)c1CCOC(=O)c1cccc(C(F)(F)F)c1,-13,?,-0.6,-8,-2,-0.1%,-2,2,2
COc1ccc(-c2nc(-c3ccccc3)[nH]c(=O)c2C#N)cc1,2,-5%,-0.2,5,-6,0.2%,-5,0,-3
CCCC(=O)N1CCN(c2ccc(NC(=O)c3cccs3)cc2Cl)CC1,-16,-9%,-0.5,18,0,-0.1%,-1,0,14
COc1ccccc1N(CC(=O)NCCSCc1ccccc1)S(C)(=O)=O,-16&-6,-6%&-4%,-1.0&-0.3,-2,-3&-6,-2.1%&-0.8%,0&1,1&3,-8&-2
Cc1ccc(OCC(=O)Nc2ccc3c(c2)nc(CCN2CCN(C)CC2)n3C)cc1,11,-16%,-0.2,0,3,1.1%,-4,8,-9
CC(=O)NC1CCC(C(=O)O)(c2ccccc2)C1 (stereo not given),-5,6%,0.3,-6,-6,1.2%,-3,6,25
COc1ccc(N2CCN(c3nc(Cl)nc(N4CCOCC4)n3)CC2)cc1,-8,2%,2.3,2,-6,-0.3%,-8,0,6
COc1ccc(NC(=O)C#Cc2ccccc2)cc1OC,2,-8%,0.0,8,-3,2.6%,2,-1,-18
O=C(NC1CC1)C1CCN(C(=O)c2ccc(Cl)cc2)CC1,-1,4%,-0.2,-5,-4,0.5%,3,0,16
CCCCN(CC)CCNC(=O)c1cn(-c2ccc(Cl)cc2)c(=O)c2ccccc12,-7,-6%,0.2,?,1,1.7%,-11,9,/
COCC(=O)N1CCN(c2cccc(C(F)(F)F)c2)CC1,-3,-4%,0.9,-1,-4,1.3%,-4,1,-23
CCN(CC)C(=O)Oc1ccc(Br)cc1C(=O)Nc1ccc(F)cc1F,12,-12%,-1.0,-4,4,0.2%,-1,0,15

Structural class, the compounds so far with bromine.
structure,D1 antag,Anesthetic bind,TRHR ag,RXFP1 antagonist,D1 PAM,RXFP1 agonist,TRHR PAM,D1 agonist,D2 potentiator
Cc1ccc(CNC(=O)CCS(=O)(=O)c2cc(Br)cc3c2N(C(=O)C2CC2)CC3)o1,1,-18%,-0.8,-1,-7,0.8%,2,2,/
CCN(CC)C(=O)Oc1ccc(Br)cc1C(=O)Nc1ccc(F)cc1F,12,-12%,-1.0,-4,4,0.2%,-1,0,15

Compound activity as filed in PubChem.

An excerpt; the hit share may differ from the screen's.
